Bioassay records from PubChem BioAssay.
Phagocytosis inh: macrophage phagocytosis inhibition; inhibition, % at 5 µM; J774A.1 macrophage IgG-bead phagocytosis, imaging; hit rate 0.07% among 110,000; AID 1029;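 active = inhibition above the mean of the plate negative controls plus 5 SD, cut at about 13% in these data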;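 also: phagocytic index as fraction of beads internalized from green versus red external bead signal; plate controls were DMSO negative control for no effect and cytochalasin-D positive control for full effect; some results beyond the cut were filed as inactive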
NPY Y2 blocker: blocks the human neuropeptide Y Y2 receptor; NPY-Y2 expressing cells, antagonist mode; P49146; inhibition, % at 2.7 µM; hit rate 0.99% among 140,000; in the data active = inhibition above about 17%;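 also: 0% = vehicle with agonist challenge and 100% = reference antagonist with challenge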
Target sequence (P49146 whole entry, looked up): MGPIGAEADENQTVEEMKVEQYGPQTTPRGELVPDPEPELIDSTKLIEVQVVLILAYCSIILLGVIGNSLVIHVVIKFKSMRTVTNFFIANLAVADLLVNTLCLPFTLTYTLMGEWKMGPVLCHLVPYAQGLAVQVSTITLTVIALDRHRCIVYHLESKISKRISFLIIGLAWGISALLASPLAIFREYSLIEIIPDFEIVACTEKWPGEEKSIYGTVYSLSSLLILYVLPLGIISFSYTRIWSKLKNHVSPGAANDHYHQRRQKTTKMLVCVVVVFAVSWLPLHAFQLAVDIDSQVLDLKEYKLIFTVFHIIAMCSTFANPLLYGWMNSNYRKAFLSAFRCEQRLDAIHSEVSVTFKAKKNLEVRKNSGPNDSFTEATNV
Measles CPE: protection of cells from measles virus | Measles virus-infected cells, CPE protection, absorbance | protection (pct of control), % at 4 µM | hit rate 1.5% among 140,000 | AID 841; in the data active = protection mostly above about 24%, no sharp cut-off; inactive = mostly below about 26%; also: some compounds called inactive have numbers as strong as hits
BB579 growth dn: yeast BB579 growth reduction in restrictive medium | S. cerevisiae BB579 growth, OD615, 48 h | inhibition, % at 10 µM | hit rate 0.51% among 140,000 | AID 804;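 active = inhibition above a set limit, 3 SD over the mean compound inhibition, cut at about 44% in these data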; also: inactives centre near -24
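Detection: OD615 turbidity measurement; Material: Saccharomyces cerevisiae DeaD strain BB579, replicative lifespan model yeast; Timing: 48 h exposure, 30 °C; Doses: single 10 µM dose; Medium: CSMM-D restrictive synthetic medium containing dextrose (glucose); Controls: amphotericin B at 10 µg/mL as positive control.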
E-sel TNF inh: TNF alpha driven E-selectin expression inhibition. hit rate 0.71% among 120,000. inhibition, % at 2 µM. HUVEC TNFa-induced E-selectin immunofluorescence, high content;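 active = inhibition above the batch mean plus 3 SD, and confirmed as a hit on visual image review, cut at about 43% in these data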;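 also: 0% = TNF-stimulated DMSO wells and 100% = unstimulated control wells; not every result past the cut was called active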
GALR2 blocker: GALR2 (human) receptor antagonism; inhibition, % at 4 µM; hit rate 0.39% among 140,000; GALR2-expressing cells, antagonist mode; AID 828; in the data active = inhibition above about 27%;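 also: cells stimulated with galanin 1-16 at roughly its EC80; 0% = agonist challenge control and 100% = basal control without agonist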
Target sequence (O43603 whole entry, looked up): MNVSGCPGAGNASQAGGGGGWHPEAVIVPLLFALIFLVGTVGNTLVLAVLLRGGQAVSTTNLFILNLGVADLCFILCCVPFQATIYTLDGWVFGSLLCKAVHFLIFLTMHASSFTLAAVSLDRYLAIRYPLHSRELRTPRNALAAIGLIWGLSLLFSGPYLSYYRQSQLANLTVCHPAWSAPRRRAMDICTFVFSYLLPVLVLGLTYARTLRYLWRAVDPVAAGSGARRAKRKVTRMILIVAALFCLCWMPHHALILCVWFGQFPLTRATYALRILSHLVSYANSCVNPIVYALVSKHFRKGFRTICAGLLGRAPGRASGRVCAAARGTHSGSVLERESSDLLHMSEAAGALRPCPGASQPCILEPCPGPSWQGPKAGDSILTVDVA
bCat KO growth: beta-catenin-lacking colon tumor cell growth suppression; HCT116 beta-catenin knockout viability, CellTiter-Glo, 60 h; stronger effect = lower value; viability, % at 10 µM; hit rate 1.5% among 140,000; AID 818;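 active = viability at or under a set limit, the compound median less 4 SD, cut at about 6% in these data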;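 also: 0% = Hyamine 1622 control at 20 µM and 100% = untreated cell control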
PTEN del growth: PTEN-deleted cell growth suppression; hit rate 1.2% among 140,000; HCT116 PTEN-null viability, CellTiter-Glo, 60 h; stronger effect = lower value; viability, % at 10 µM; AID 827;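 active = viability at or below a set limit, 4 SD under the median of all tested compounds, cut at about 3.7% in these data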;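 also: PTEN knockout HCT116 line with beta catenin targeted HCT116 as companion control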
Yeast life ext: yeast lifespan extension; S. cerevisiae growth with nicotinamide, OD615; deaD strain in restrictive glucose medium; inhibition of the nicotinamide effect, % at 10 µM; hit rate 0.68% among 130,000;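 active = inhibition above a set limit, placed 3 SD over the median of all compounds, cut at about 26% in these data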;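 also: 0% = nicotinamide-treated wells and 100% = cells grown without nicotinamide; some compounds called inactive have numbers as strong as hits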
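Buffer or medium: CSMM-D glucose medium, restrictive; test system: modified budding yeast, DeaD strain; compound: single dose 10 µM compound, 0.25% DMSO; schedule: culture preincubation 4 h, compound exposure 48 h, both 30 °C; detection: optical density (absorbance) at 615 nm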
MRP1 act: activates MRP-1 | viability increase, % at 10 µM | hit rate 0.61% among 140,000 | H69AR cells + doxorubicin, viability rescue, CellTiter-Glo;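 active = viability gain under doxorubicin at or above a set limit, the compound median plus 3 SD, cut at about 4.7% in these data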;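 also: MRP-1 overexpressing cells given doxorubicin 25 µM after compound pretreatment; 18-22 h compound pretreatment then 72 h with doxorubicin before readout; 0% = doxorubicin-only wells and 100% = vehicle-treated cells without doxorubicin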
* = called active by the depositor; / = no result given.

SMILES	Phagocytosis inh	NPY Y2 blocker	Measles CPE	BB579 growth dn	E-sel TNF inh	GALR2 blocker	bCat KO growth	PTEN del growth	Yeast life ext	MRP1 act
CC1(C(=O)NC2CCCCCCC2)CCC(=O)N1Cc1cccs1 (stereo not given)	-1	3	28	-56	-7	-9	92	100	3	-1.1
CCCCc1c(O)nc(SCC(=O)NC(C)(C)C)n(-c2ccccc2C)c1=O	/	2	9	-34	-15	11	104	95	-3	-3.1
CC(C)c1nnc(NC(=O)CN(C)S(=O)(=O)c2ccc3c(c2)OCCO3)s1	-2	1	2	-8	15	10	97	99	0	-1.5
NNC(=O)COc1ccccc1F	-2	1	16	-50	15	-3	99	92	3	-1.3
CC(=O)Nc1nc2ccccc2n1Cc1ccccc1C	0	-1	2	-17	-30	7	17	13	-12	-1.9
Cc1c(C(=O)N2CCCCC2)nnn1-c1nonc1N	/	1	12	-40	8	0	122	96	-3	-0.2
S=C(Nc1ccc(Cl)cc1Cl)Nc1ccccc1Oc1ccccc1	/	3	10	-14	2	0	64	74	-7	-5.2
O=c1c2cc(N3CCOCC3)ccc2[nH]c(=S)n1CC1CCCO1 (stereo not given)	3	2	32	-4	-9	5	90	98	-20	-0.8
CC(=O)O[C@H]1CSC[C@H]1NC(=O)c1ccccc1	4	-3	8	-57	-15	-5	95	107	-2	0.7
CC1CCCC(C)N1C(=O)COC(=O)c1ccc(O)cc1 (stereo not given)	5	2	22	-36	12	-14	91	108	-5	-2.2
CC(=O)c1cccc(NC(=O)N2CCCC2C(=O)Nc2cccc(C)c2)c1 (stereo not given)	0	4	2	-14	8	10	86	87	-3	-0.3
O=C(OCc1cc2ccccc2[nH]c1=O)c1cccs1	-3	6	8	-34	/	-10	89	99	-4	0.6
O=S(=O)(Nc1nc2ccccc2nc1N1CCN(c2ccccc2F)CC1)c1ccc(Cl)cc1	-1	-2	7	-80	6	-6	77	74	-1	0.9
CC1Cc2cc(/C(O)=C3/C(=O)C(=O)N(Cc4ccco4)C3c3cccs3)ccc2O1 (stereo not given)	-1	1	8	-28	-5	-3	86	84	-15	-1.2
CC1CC(=O)Nc2ccccc2N1S(=O)(=O)c1ccc(Br)cc1 (stereo not given)	-1	-1	8	-58	21	8	104	106	-9	0.8
Cc1nc(-c2ccccn2)sc1C(=O)Nc1ccc(Cl)c(Cl)c1	/	8	12	-51	-26	5	76	78	-9	-0.7
CCCCS(=O)(=O)c1sc2nc(C)cc(C)c2c1N	-3	-2	13	-7	3	8	100	106	10	-0.1
COC(=O)c1c(F)c(F)c(NCCO)c(F)c1F	0	-2	11	4	/	-18	99	/	-12	1.5
CCOc1cc(/C=N/N=C(N)N)ccc1OCc1ccc(Cl)cc1	6	6	2	-34	/	14	1.3*	1.2*	-4	-3.5
CN=c1scc(C)n1/N=C/c1ccc2c(c1)OCO2	-1	-1	1	0	0	-9	62	34	-13	-0.8
CCN1C(=O)N(c2ccc(Cl)cc2)C(C)=CC1(C)C	0	1	5	-18	2	5	94	92	-11	0.6
CC1CCCCN1Cc1cnc(Cl)s1 (stereo not given)	0	2	24	-13	35	11	98	87	-18	-1.4
CN(Cc1ccccc1)Cc1nc2c(c(=O)n(C)c(=O)n2C)n1Cc1ccccc1Cl	0	2	53*	-32	-39	-2	83	87	-7	-0.5
COC(=O)C1=C(C)NC(=O)C1(NS(=O)(=O)c1ccc(C)cc1)C(F)(F)F (stereo not given)	-3	2	1	-19	-6	-4	88	86	-7	-2.1
CCOc1ccc(N2C(=O)CS/C2=N/NC(=O)COc2ccc3ccccc3c2)cc1	/	0	4	-11	6	-10	91	92	-14	-1.4

Entries of single compounds from above. Values in the order: Phagocytosis inh	NPY Y2 blocker	Measles CPE	BB579 growth dn	E-sel TNF inh	GALR2 blocker	bCat KO growth	PTEN del growth	Yeast life ext	MRP1 act
`O=C(OCc1cc2ccccc2[nH]c1=O)c1cccs1` in the list: -3	6	8	-34	/	-10	89	99	-4	0.6
`O=S(=O)(Nc1nc2ccccc2nc1N1CCN(c2ccccc2F)CC1)c1ccc(Cl)cc1` in the list: -1	-2	7	-80	6	-6	77	74	-1	0.9
`CC(=O)O[C@H]1CSC[C@H]1NC(=O)c1ccccc1` in the list: 4	-3	8	-57	-15	-5	95	107	-2	0.7
`CN(Cc1ccccc1)Cc1nc2c(c(=O)n(C)c(=O)n2C)n1Cc1ccccc1Cl` in the list: 0	2	53*	-32	-39	-2	83	87	-7	-0.5
`CC1(C(=O)NC2CCCCCCC2)CCC(=O)N1Cc1cccs1` (stereo not given) in the list: -1	3	28	-56	-7	-9	92	100	3	-1.1

(cont.)
SMILES	Phagocytosis inh	NPY Y2 blocker	Measles CPE	BB579 growth dn	E-sel TNF inh	GALR2 blocker	bCat KO growth	PTEN del growth	Yeast life ext	MRP1 act
O=C(Cn1cc(C(=O)c2ccco2)c2ccccc21)NC1CCCC1	-2	1	7	-26	-3	8	85	89	-2	-2.7
O=c1[nH]c(/C=C/c2ccccc2[N+](=O)[O-])nc2ccccc12	-9	1	12	-17	/	15	67	67	3	-2.0
CC1=C(C(=O)Nc2ccccc2)C2(CCCCC2)C(C#N)=C(SCC(N)=O)N1	0	1	26	-19	-37	-2	95	84	0	-1.5
O=C(/C=C/c1ccccc1)NC(NC(=S)Nc1cccc(O)c1)C(Cl)(Cl)Cl (stereo not given)	-6	-1	13	-23	1	3	28	30	0	-4.0
CNC(=O)c1cc(C)c(-c2ccccc2)s1	-1	0	49*	-6	24	-12	98	91	-30	-1.3
CCN(CC)CCNc1c2c(c(C#N)c3nc4ccccc4n13)CCCC2	0	6	4	-101	6	3	8	3.6*	-3	-2.6
COc1ccc2[nH]c(=O)c(CN(CCc3ccccc3)C(C)=O)cc2c1	/	-4	18	-47	-11	-5	83	84	-5	-2.8
Cc1ccccc1Nc1c(-c2ccncc2)nc2ccc(Br)cn12	-14	0	4	-47	/	-6	58	47	-3	-4.0
COC(=O)c1ccc(Oc2coc3cc(OCc4cnn(-c5ccccc5)c4)ccc3c2=O)cc1	/	5	4	-13	-35	-14	101	106	-21	-1.9
Cc1cc(NC(=O)CSc2nc3ccccc3c(=O)n2-c2ccccc2)no1	0	0	6	-24	-22	-6	99	91	4	-0.8
Cc1ccc2cc(CN(Cc3nnnn3C3CCCCC3)CC3CCCO3)c(=O)[nH]c2c1 (stereo not given)	-1	4	3	-34	/	-8	88	84	-18	-1.4
CCCn1c2c(c(O)c(C(=O)Nc3ncccc3O)c1=O)CCCC2	-1	6	3	-11	/	3	52	52	-8	0.7
Cc1ccc(NC(=O)C2CC(=O)NC(N3CCCCC3)=N2)cc1Cl (stereo not given)	1	1	10	1	-32	-5	82	90	2	-3.2
COCCNC(=O)Cn1c(=O)n(Cc2ccco2)c(=O)c2ccccc21	0	0	6	-31	30	-1	100	92	12	-1.9
CCCCN1C(=O)c2ccc(C(=O)Nc3cccc(C)c3C)cc2C1=O	0	0	4	-58	1	3	91	88	-2	-0.4
Cc1csc(NC(=O)C2CCCN(S(=O)(=O)c3cccnc3)C2)n1 (stereo not given)	0	2	6	19	16	0	100	87	-5	0.3
CSCCC(NS(=O)(=O)c1ccc(Cl)cc1)C(=O)OCc1c(Cl)cccc1Cl (stereo not given)	-1	12	6	-29	-13	8	72	62	14	-1.9
O=C(Cc1ccc(Cl)cc1)NN1C(=O)c2ccccc2C1=O	-1	2	6	-27	-5	7	99	111	2	0.4
Cc1ccc(CC(=O)O/N=C(\N)c2cccc([N+](=O)[O-])c2)cc1	-9	4	4	-34	/	1	88	100	-1	1.0
COc1ccccc1N1CCc2c(C)nc3c(OC)cccc3c21	1	8	22	-4	/	17	26	28	-10	-3.2
CN(Cc1ccccc1)C(=O)CCc1ccccc1	-5	2	15	2	/	3	85	93	0	0.1
COc1ccc(NC(=O)Nc2c(C)n(-c3ccccc3)c(=O)n2C)cc1OC	-2	4	6	-25	14	-13	99	94	1	0.0
CCC(C)C(NC(C)=O)C(=O)NC(=O)NC(c1ccccc1)c1ccccc1 (stereo not given)	/	2	1	2	0	-2	95	83	-11	-0.2
O=C(OCC(=O)N1CCC(Cc2ccccc2)CC1)c1ccc[nH]c1=O	/	0	6	-38	-18	-1	92	102	-10	-0.7
Clc1ccc(-n2nnnc2CN2CCOCC2)cc1Cl	-8	2	10	-12	/	-19	91	96	0	-2.7
SMILES	Phagocytosis inh	NPY Y2 blocker	Measles CPE	BB579 growth dn	E-sel TNF inh	GALR2 blocker	bCat KO growth	PTEN del growth	Yeast life ext	MRP1 act
CCOc1ccc(-c2nnc(NC(=O)c3ccc(OCC(C)C)c(OC)c3)o2)cc1	/	2	41*	2	/	-23	20	18	-4	-3.6
O=C(CNC(=O)c1cccc(F)c1)OCc1cc(=O)n2cc(Br)ccc2n1	/	-1	7	-19	9	-8	95	100	-4	0.1
CC(NC(=O)C(=O)NN=C1CCCCCCC1)c1ccccc1 (stereo not given)	0	-2	9	-23	-12	-6	82	91	-6	-0.6
CN(C1CCCCC1)S(=O)(=O)c1ccc(NC(=O)c2ccco2)cc1	-2	4	17	-5	-24	0	81	90	2	-0.4
CCCc1nnc(NC(=O)CN2C(=O)c3ccccc3C2=O)s1	0	4	12	-29	-4	6	90	98	-3	-0.6
Cc1ccc2nc(NC(=O)C3CCCN(S(=O)(=O)c4cccc5nsnc45)C3)sc2c1 (stereo not given)	-4	-4	0	-20	14	2	42	38	-5	2.2
CCNC(=S)Nc1cc(Cl)ccc1Oc1ccccc1	-2	12	16	14	/	5	72	72	-4	-0.5
O=c1cc(Cn2nnc(-c3ccc(Cl)cc3)n2)nc2sccn12	-1	1	10	-53	-44	9	80	92	-10	-0.2

Ordered by the number under E-sel TNF inh (lowest first): 3 from the list above.
SMILES | Phagocytosis inh | NPY Y2 blocker | Measles CPE | BB579 growth dn | E-sel TNF inh | GALR2 blocker | Yeast life ext
CSCCC(NS(=O)(=O)c1ccc(Cl)cc1)C(=O)OCc1c(Cl)cccc1Cl (stereo not given) | -1 | 12 | 6 | -29 | -13 | 8 | 14
O=c1c2cc(N3CCOCC3)ccc2[nH]c(=S)n1CC1CCCO1 (stereo not given) | 3 | 2 | 32 | -4 | -9 | 5 | -20
Cc1c(C(=O)N2CCCCC2)nnn1-c1nonc1N | / | 1 | 12 | -40 | 8 | 0 | -3
